H9c2 protect = modulators protecting cardiomyocytes from myocardial damage; AID 588492; 0.63% of 360,000 active; H9c2 cardiomyocytes, H2O2 injury protection, ATPLite, 2 h; protection from H2O2 cell death, % at 20 µM;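 active = compounds giving at least 50% protection of heart cells from peroxide-induced death in the single-dose screen, raw or plate-pattern-corrected value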;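 also: 0% = DMSO wells with peroxide and 100% = DMSO wells without peroxide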
HIF-2a block = inhibitors of HIF-2a; 786-0 RCC cells HIF-2a reporter, luciferase luminescence, overnight; inhibition, % at 18.8 µM; 0.72% of 360,000 active;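 active = inhibition of the luminescence signal of 40% or more relative to plate controls, in a single-dose primary screen at 18.75 µM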
Peg3 promoter = Peg3 promoter activity inhibition; HeLa PEG-Prom luciferase reporter, luminescence, overnight; inhibition, % at 20 µM; AID 588405; 1.7% of 360,000 active;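 active = inhibition of at least 50% at 20 µM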
NR2E3 ag-1 = activates human NR2E3 receptor; inhibition of corepressor binding, % at 3.98 µM; AID 602229; 0.35% of 360,000 active; CHO-S Gal4-NCOR/VP16-NR2E3 two-hybrid, luciferase;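 active = inhibition above the mean of all tested compounds plus 3 SD, cut at about 70% in these data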;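 also: 0% = DMSO with NR2E3 transfected cells and 100% = cells lacking NR2E3 construct; higher means lower luciferase signal from less NR2E3 corepressor binding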
Target sequence (Q9Y5X4 whole entry, looked up, the tested form may be a part): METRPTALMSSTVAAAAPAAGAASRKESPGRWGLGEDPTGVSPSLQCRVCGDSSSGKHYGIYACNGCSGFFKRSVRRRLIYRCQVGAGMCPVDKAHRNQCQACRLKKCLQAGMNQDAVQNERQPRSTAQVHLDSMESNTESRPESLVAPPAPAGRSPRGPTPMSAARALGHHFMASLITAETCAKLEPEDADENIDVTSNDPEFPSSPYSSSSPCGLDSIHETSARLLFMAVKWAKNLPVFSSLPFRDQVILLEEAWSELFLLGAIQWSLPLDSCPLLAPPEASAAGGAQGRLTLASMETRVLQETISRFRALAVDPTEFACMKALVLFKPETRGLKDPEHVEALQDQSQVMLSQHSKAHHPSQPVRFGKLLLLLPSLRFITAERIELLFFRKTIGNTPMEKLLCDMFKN
CaV13 ICDI inh = Disruptors of the CACNA1D IQ motif to Ca2+-dependent inactivation inhibitor domain association, primary screening, Förster resonance energy transfer in intact living …; HEK cells, CFP/YFP FRET ICDI-IQ, plate reader, 10 min; percent FRET-ratio fall versus neutral wells; inhibition, % at 12.3 µM; 0.098% of 340,000 active; AID 743397;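 active = mean replicate inhibition of at least 30% and at least 1% of replicates passing that level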;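 also: 0% = median of the neutral control wells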
m5-HT2A agonist = activates the mouse 5-HT2A serotonin receptor; CHO-K1 mHTR2A beta-arrestin complementation, luminescence; percent of 30 µM serotonin response; 0.66% of 360,000 active; P35363; activation, % at 7.6 µM;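 active = activation above a run cutoff, the mean activation of all tested compounds plus 3 SD, cut at about 14% in these data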;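 also: 0% = plate median of compound wells and 100% = 30 µM serotonin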
MITF TRPM1 inh = inhibitors of MITF-driven TRPM1 promoter in melanoma cells. 0.83% of 330,000 active. SK-MEL-5 TRPM1 promoter luciferase, 24 h. inhibition, % at 12.5 µM;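 active = mean inhibition across replicates of 60% or more, whatever share of single replicates reaches that level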; also: values of inactives mirror those of a sister screen read the other way
PDI inh = inhibitors of human protein disulfide isomerase. PDI insulin aggregation turbidity, A650, 90 min. inhibition, % at 10 µM. 0.052% of 350,000 active. AID 588391;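 active = mean inhibition across replicates of 30% or more, whatever share of single replicates reach that level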;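 also: absorbance from insulin aggregation driven by PDI reduction with DTT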
Target sequence (P07237 whole entry, looked up): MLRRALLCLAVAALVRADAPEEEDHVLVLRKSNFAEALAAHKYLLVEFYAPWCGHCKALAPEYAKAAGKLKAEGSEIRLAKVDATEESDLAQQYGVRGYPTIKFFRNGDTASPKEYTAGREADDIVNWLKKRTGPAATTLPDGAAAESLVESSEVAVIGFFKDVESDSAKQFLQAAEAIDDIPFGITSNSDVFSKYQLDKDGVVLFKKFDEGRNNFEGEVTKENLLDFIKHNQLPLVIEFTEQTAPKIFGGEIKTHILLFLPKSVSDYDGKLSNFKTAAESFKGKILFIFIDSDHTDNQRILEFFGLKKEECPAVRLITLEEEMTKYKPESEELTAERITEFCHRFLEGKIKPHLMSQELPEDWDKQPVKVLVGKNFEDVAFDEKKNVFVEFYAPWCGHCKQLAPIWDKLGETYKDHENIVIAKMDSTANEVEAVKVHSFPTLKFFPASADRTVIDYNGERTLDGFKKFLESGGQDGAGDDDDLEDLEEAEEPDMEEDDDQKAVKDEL
hiPSC survival = enhancers of human iPSC single-cell survival | hiPSC single-cell survival, ATPlite luminescence; 100% = ROCK inhibitor wells, 0% = DMSO | survival enhancement, % at 20 µM | 0.044% of 360,000 active | AID 602274; in the data active = survival enhancement above about 18%;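 also: cells exposed to compounds for 16 hours before the ATP read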
NR2E3 ag-2 = agonists of human nuclear receptor NR2E3; inhibition of corepressor binding, % at 4.78 µM; GST-NR2E3/biotin-RetCOR TR-FRET, 1536-well; AID 2300; 0.12% of 320,000 active;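 active = percent inhibition above the cutoff of mean plus 3 SD of all tested compounds, set per screening campaign, cut at about 20% in these data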;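 also: 0% = DMSO wells and 100% = biotin wells as full block of FRET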
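Material: NR2E3–RetCOR corepressor complex | Quantity: 1.35 nM GST-tagged NR2E3 final | Schedule: 5 h at 4 °C | Replication: Singlicate compound wells | Reagent: RetCOR corepressor, biotinylated, 7 nM | Controls: Biotin wells as high control, 0.6% DMSO wells as low control | Signal: TR-FRET, Eu(K)-anti-GST donor, streptavidin-D2 acceptor, ex 340, em 617/671 nm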
Shn3 3UTR inh = Schnurri-3 reporter inhibition in Clone20 osteoblasts; Clone20 osteoblast Shn3 3'UTR firefly luciferase, 24 h; inhibition, % at 12.5 µM; 0.52% of 360,000 active; AID 588674;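 active = mean inhibition of at least 75% with every replicate also reaching 75%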;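 also: 0% = median of neutral control wells and 100% = pilot-screen positive control compound; some compounds past the cut are filed as inactive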
* marks the source's active call; other numbers are inactive results; nt = not tested or not shown; & = joins results of further samples.

SMILES	H9c2 protect	HIF-2a block	Peg3 promoter	NR2E3 ag-1	CaV13 ICDI inh	m5-HT2A agonist	MITF TRPM1 inh	PDI inh	hiPSC survival	NR2E3 ag-2	Shn3 3UTR inh
COc1cc(C(=O)N2CCNCC2)cc(OC)c1OC	-3	19	17	-7	-5	1	-2	3	-0.6	0	6
CCc1ccc(NC(=O)COC(=O)C2(c3ccc(Cl)cc3)CCCC2)cc1	-7	11	16	-19	-5	0	10	0	3.6	-2	43
Cc1cccc(C)c1N/C=C/c1onc(C)c1[N+](=O)[O-]	2	0	18	1	nt	-2	-15	0	-2.3	2	-12
CC(C)(C)C(=O)N1CCN(c2ccc(NC(=O)c3ccco3)cc2)CC1	2	-24	-28	-11	-3	7	-10	-14	-0.2	6	22
Cc1ccccc1-n1c(Cn2c(=O)sc3ccccc32)nnc1SCC(=O)N1CCOCC1	12	14	-1	-32	-10	-5	2	nt	-1.2	-2	5
Cc1cccc(NC(=O)c2ccc(OCc3c(C)noc3C)cc2)c1C	-2	-34	2	11	-3	-4	-1	6	-0.4	nt	32
COc1ccc(/C=C/c2ccccc2)cc1[C@H]1[C@@H]2C=CCC[C@@]2(C)C(=O)N1Cc1ccccc1	-12	-75	-54	-23	-12	-5	-69	-2	-4.1	0	-33
O=C(COc1ccc(S(=O)(=O)NC2CCCCC2)cc1Cl)N1CCN(c2ccccc2)CC1	-13	7	30	9	nt	-8	12	-6	-1.0	3	28
CC(C)CNC(=O)C1(C)CCCN1C(=O)c1ccc2c(c1)CCO2 (stereo not given)	2	14	6	17	-18	2	nt	9	-1.7	nt	-3
CCCC(O)(c1ccc(OC)cc1)C(CN1CCOCC1)c1ccc(Cl)cc1 (stereo not given)	-6	3	42	10	-4	-12	5	5	-0.3	2	13
Cc1ccc(/C(N)=N/OC(=O)Cc2cccs2)cc1	-7	-305	-309	-76	-5	1	-109	1	1.8	1	-151
CCOc1ccccc1N1CCN(C(=O)NC2CCCCC2)CC1	-5	10	15	-12	nt	-3	-2	14	-0.1	1	9

Some of these compounds in order of the NR2E3 ag-1 value, falling:
SMILES,HIF-2a block,Peg3 promoter,NR2E3 ag-1,CaV13 ICDI inh,m5-HT2A agonist,MITF TRPM1 inh,PDI inh,NR2E3 ag-2,Shn3 3UTR inh
O=C(COc1ccc(S(=O)(=O)NC2CCCCC2)cc1Cl)N1CCN(c2ccccc2)CC1,7,30,9,nt,-8,12,-6,3,28
Cc1cccc(C)c1N/C=C/c1onc(C)c1[N+](=O)[O-],0,18,1,nt,-2,-15,0,2,-12
Cc1ccccc1-n1c(Cn2c(=O)sc3ccccc32)nnc1SCC(=O)N1CCOCC1,14,-1,-32,-10,-5,2,nt,-2,5

The listing continues.
SMILES	H9c2 protect	HIF-2a block	Peg3 promoter	NR2E3 ag-1	CaV13 ICDI inh	m5-HT2A agonist	MITF TRPM1 inh	PDI inh	hiPSC survival	NR2E3 ag-2	Shn3 3UTR inh
O=C(CCCC1=NS(=O)(=O)c2ccccc2N1)N1CCN(c2ccccc2)CC1	2	7	12	-6	-4	-3	6	8	6.6	2	-5
COCCCn1c(=O)c2sccc2n2c(CCCC(=O)NCc3ccccc3OC)nnc12	2	13	2	14	-3	8	3	-12	-0.6	3	-9
CC1CCC2(CC1)NC(=O)N(CC(=O)Nc1ccc(N3CCCCC3)cc1)C2=O (stereo not given)	2	-4	-5	-1	-8	13	nt	-55	-1.4	nt	-5
O=c1oc2ccccc2c2oc3cc(O)c(O)cc3c12	50	-10	-57	-124	-4	0	-60	-1	-0.5	-1	-24
CC(C)C[C@@H]1NC(=O)[C@H](CO)NC(=O)c2cc([N+](=O)[O-])cc(I)c2OCC[C@@H](C(N)=O)NC1=O	4	9	1	-8	nt	0	-6	-1	0.3	-1	-18
Cc1ccc(S(=O)(=O)Nc2ccc3ccccc3c2[N+](=O)[O-])cc1	-6	-1	31	47	-8	6	25	-8	0.5	nt	-5
COc1ccc(/C=C/C(=O)OC(C)CN2CCOCC2)cc1 (stereo not given)	6	8	12	3	-8	-8	0	5	-1.4	1	-8
O=C(CN(C(=O)C1CSC(=O)C1)c1ccccc1F)NCc1ccc2c(c1)OCO2 (stereo not given)	-2	11	8	-17	-7	-1	1	3	-2.6	0	5
O=C(Cn1cnc2ccccc2c1=O)NCC(=O)N1CCN(c2ccccn2)CC1	2	16	6	-16	-2	-1	-6	-13	-0.6	5	-14
Cc1ccc(NC2CCCN(C(=O)C3CCCC3)C2)cc1C (stereo not given)	2	-7	9	-3	-5	-4	5	-7	-0.5	6	7
OCC[C@H]1C[C@@H](O)[C@H](O)[C@]2(Cc3ccccc3CO2)O1	3	2	8	20	-9	0	nt	6	-1.1	2	1
COc1ccc(CNC(=O)c2cc(=O)c3cc(C)cc(C)c3o2)cc1	-4	19	19	-3	-17	3	-4	-13	-0.8	-1	-3
CC(C)[C@H](Nc1ccc(S(=O)(=O)N2CCOCC2)cc1[N+](=O)[O-])C(=O)OCC(N)=O	1	15	5	-27	-5	5	3	-12	-1.6	4	5
CCOC(=O)c1c(C)[nH]c(C)c1C(=O)COC(=O)c1ccc(S(=O)(=O)C(F)F)cc1	3	9	-8	6	-7	-11	nt	1	1.3	3	15
CCCCN(CC)S(=O)(=O)c1ccc2c(c1)CCCN2C(C)=O	8	18	8	7	-3	0	17	0	2.2	-3	18
COc1ccsc1C(=O)NCCN1CCOCC1	2	13	8	-3	nt	-4	15	0	1.2	0	4
C#CCOCCOCCOCCNc1nc(N2CCOCC2)nc(N2CCN(C(=O)CCCCCCCCCCNC(=O)[C@H](CO)n3cc(CCCCCN)nn3)CC2)n1	7	2	1	22	-7	5	6	0	2.6	2	-30
Cc1ccc(-c2nn3c(C)nnc3c3ccccc23)cc1S(=O)(=O)NCCO	5	-7	3	-9	-5	0	-6	3	-1.7	3	11
O=C(NC1=NCCCCC1)c1cccc2ccccc12	18	13	-3	-13	7	3	-5	6	-0.4	0	-9
CCc1n[nH]c(=S)n1/N=C/c1cc(Br)c(O)c(OC)c1	-5	9	-11	-42	-15	0	6	0	-0.6	-2	-36
CCS(=O)(=O)NCCc1cc2cc(C)c(C)cc2[nH]c1=O	-5	-22	-27	-10	0	7	6	0	-2.4	nt	-3
C/C(=N\NC(=O)c1c(Cl)c(C)nn1C)c1cccc(NC(=O)c2cccc(F)c2)c1	22	-85	-30	3	nt	4	-18	5	0.0	1	-6
CC1=C([N+](=O)[O-])C(c2ccccc2Cl)NC(=O)N1C (stereo not given)	0	10	5	-56	-4	0	-4	0	-0.6	-3	-2
O=c1[nH]c(C2CCN(S(=O)(=O)c3ccc(C(F)(F)F)cc3)CC2)nc2c1nnn2Cc1cccc(F)c1	-3	13	32	2	-4	-5	nt	-7	0.4	1	-1
COc1ccc(-c2csc(NC(=S)NC(=O)/C=C/c3ccco3)n2)cc1OC	3	27	31	-29	-4	-6	23	-9	-1.2	4	-12
COCCNC(=O)Nc1ccc2nc(-c3cccs3)c(-c3cccs3)nc2c1	10	23	20	-3	-2	3	2	-3	0.8	0	5
Cc1cc2cc(CN(Cc3ccco3)C(=O)NCc3ccccc3)c(=O)[nH]c2cc1C	-4	6	0	0	nt	-1	1	-2	-0.9	-2	-6
Cc1cc2c(NC(=O)CC(C)(C)CC(=O)O)cccc2nn1	3	13	5	-14	-6	5	3	9	-0.7	1	3
Cc1cc([N+](=O)[O-])ccc1NC(=O)CSc1nncn1-c1ccccn1	16	6	10	-22	-2	-1	-6	-16	-0.3	2	-2
COc1ccc(C2/C(=C(/O)c3ccccc3)C(=O)C(=O)N2C)cc1OC (stereo not given)	7	7	-7	4	-3	2	-3	0	3.6	0	4
O=C(Nc1ccc(F)c(F)c1)c1ccccc1	-3	-188	-180	-70	-12	4	-42	-4	1.3	2	-35
O=C(O)Cc1ccc(NS(=O)(=O)c2ccccc2Br)cc1	7	13	9	-16	-6	2	5	-5	0.9	1	12
Nc1nc(N)nc(-c2ccc(Oc3ccccc3)cc2)n1	8	-114	-59	2	-9	-1	-18	-3	-1.8	5	-36
CCCCn1c(NCCN(C)C)nc2c1c(=O)[nH]c(=O)n2C	14	22	10	-12	-4	1	3	7	-2.9	2	-5
CCOc1ccc(-n2c(O)c(/C=N/Nc3nnc(C)c(=O)[nH]3)c3ccccc3c2=O)cc1	17	6	2	17	-4	-7	7	-1	1.7	-3	-22
O=C(COC(=O)c1ccccn1)Nc1ncc(C(F)(F)F)cc1Cl	1	-4	2	-21	nt	7	13	-27	-1.1	0	-9
O=C(O)CSc1nnc(COc2ccccc2)n1-c1ccccc1	4	19	1	3	-3	6	5	5	3.1	2	2
COc1ccccc1CCC(=O)OCC(=O)NC1CCCC1	0	13	-7	4	-6	1	12	0	-0.3	1	19
Cc1nn(C)c(C)c1CCC(=O)O	5	23	12	-14	4	1	-3	3	1.8	1	12
COc1ccccc1C(=O)NC(=O)COC(=O)CCOc1cc(C)ccc1C	15	-3	6	-12	nt	-7	8	4	1.2	-1	-7
Cc1onc(-c2ccccc2)c1C(O)c1ccc(F)cc1 (stereo not given)	12	10	10	-2	-3	-4	5	10	0.7	0	-24
CN(C)c1ccc(S(=O)(=O)N2CCCCC2)cc1NC(=O)CCNC(=O)c1ccccc1Cl	8	8	17	-1	-2	5	1	0	-0.2	nt	-5
COc1ccc(-c2cc(C(=O)Nc3cc(C)on3)no2)cc1OC	6	11	-12	7	-14	4	0	-1	0.1	-1	nt
C/C(Cn1nnc([N+](=O)[O-])n1)=N\NC(=O)c1ccc(O)cc1	4	2	-2	-37	-1	-1	5	7	-0.7	2	10
CC1CCC2(CC1)NC(=O)N(CC(=O)N1CCN(C(=O)c3ccco3)CC1)C2=O (stereo not given)	0	-9	10	-18	-5	6	4	-3	-0.5	0	-29
O=C(NCCc1cnc[nH]1)c1cccs1	5	15	-2	14	-2	2	-3	24	0.4	3	-32
CCc1nc(SCC(=O)N2CCCCCC2)c2c(=O)n(C)c(=O)n(C)c2n1	8	16	22	-21	-6	4	13	-9	1.8	-2	16
CCCCCCn1cc(CN2CC(N3CCSCC3)CS2(=O)=O)nn1 (stereo not given)	nt	-3	nt	-14	-10	0	nt	nt	0.8	nt	nt
COc1ccc(C(C#N)Nc2ccccc2OC)cc1 (stereo not given)	-5	5	0	-21	-4	8	10	-1	2.2	-2	1
Cc1cc(SCC(=O)NN)c2cc(Br)ccc2n1	4	13	-6	2	-2	-4	13	-3	-0.5	9	-8
COc1ccc(-c2csc3nc[nH]c(=O)c23)cc1	-4	-61	-14	11	-2	0	-76	9	1.2	2	8
COc1ccc(C(Nc2ccccn2)c2c(NC(=O)c3ccco3)sc(C)c2C)cc1 (stereo not given)	9	-25	-7	-67	-1	2	-5	-4	-2.9	1	-13
CC(C)CCNC(=O)CCn1c(=S)oc2ccccc21	-2	8	6	-16	-6	19*	8	10	0.4	3	4
CC(C)OC(=O)C1C(=O)CC(C)(O)C(C(=O)OC(C)C)C1c1cccc(O)c1 (stereo not given)	10	20	7	-21	-3	0	2	8	0.5	0	-8&6

Screening results: PubChem, several laboratories
